MEKK2mut PB1 HTS: signal of MEK5 binding to mutant human MEKK2 PB1 domain. bead flow cytometry, Alexa488-MEK5 binding to MEKK2 mutant. percent response, % at 10 µM. 0.35% of 290,000 active. AID 1530; in the data active = percent response above about 24%, passing the limit was not always enough; also: inactives centre near 1; some results filed as inactive read as strong as hits; reference of the scale not given here
IDE inh: cellular human IDE inhibition | P14735 | HEK cells, FAbetaB cleavage, fluorescence polarization | inhibition, % at 5.59 µM | 0.41% of 320,000 active | AID 434962;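 active = percent inhibition above the average of all tested compounds plus 3 SD, set per screening campaign, cut at about 16% in these data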;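 also: IDE supplied by intact live HEK cells; FP after avidin binding of uncleaved biotin substrate so inhibition keeps polarization high; 0% = DMSO wells and 100% = 60 µM reference IDE inhibitor Ii1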
M18AAP inhibitor: blocks P. falciparum M18 aspartyl aminopeptidase | recombinant PfM18AAP, H-Glu-NHMec fluorogenic cleavage | inhibition, % at 7.35 µM | 1.2% of 290,000 active;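 active = inhibition above the campaign mean inhibition over all tested compounds plus 3 SD, cut at about 28% in these data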;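 also: 0% = plate median of test compound wells and 100% = 2 mM ZnCl2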
SUMO HTRF inh: inhibitors of human SUMOylation (UBC9); P63279; HTRF SUMOylation assay, SAE1/SAE2 + UBC9, in vitro; 0.36% of 290,000 active; AID 2006; inhibition, % at 35 µM; in the data active = inhibition above about 50%, passing the limit was not always enough; also: strong numbers were not always called active
pCIP destab: compounds decreasing mouse p/CIP protein stability; Q05BA5; F442A p/CIP-EGFP cells, EGFP fluorescence, 16 h; decrease of EGFP signal, % at 10 µM; 0.01% of 290,000 active; AID 1984;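 active = EGFP signal decrease of at least 30% at 10 µM or well 3 SD below plate mean, unless failing retest; inactive = the rest, including hits failing retest or dose response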; also: some compounds called inactive have numbers as strong as hits; many of its hits are not listed in these tables
MEKK2 WT-MEK5: raises or lowers MEK5 binding to wildtype human MEKK2 PB1 domain; Q9Y2U5; bead flow cytometry, Alexa488-MEK5 binding to MEKK2 WT; actives lie on both sides; binding response (% of control), % at 10 µM; 1.1% of 290,000 active; in the data active = binding response below about 67% or above about 130%
IDE act: boosts human insulin-degrading enzyme activity in HEK cells; activation, % at 5.96 µM; P14735; 0.073% of 340,000 active; FAbeta-B cleavage, fluorescence polarization; 0% vehicle, 100% cell-free pure enzyme wells;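 active = activation above the mean of all tested compounds plus 3 SD, set per screening campaign, cut at about 17% in these data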
MEKK3 PB1 HTS: modulators (inhibitors or enhancers) of MEK5 binding to human MEKK3 PB1 domain; AID 1529; 1.4% of 290,000 active; bead-based flow cytometry, Alexa488-MEK5 binding to MEKK3; actives lie on both sides; 0 = blocked by unlabeled MEK5, 100 = vehicle; binding response (% of control), % at 10 µM; Q99759;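 active = binding response more than 3 SD above or below the average of its plate-row segment, actives on both sides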;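 also: Alexa488 bead fluorescence after subtracting the streptavidin-only scavenger bead signal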
NALP1 inh: blocks the NALP1 inflammasome reconstituted in yeast; AID 2071; inhibition, % at 10 µM; S. cerevisiae NALP1/ASC/caspase-1 growth, X-gal OD620, 72 h; 0.61% of 280,000 active; in the data active = inhibition mostly above about 24%, no sharp cut-off; inactive = mostly below about 32%; also: some compounds called inactive have numbers as strong as hits
* = called active by the depositor; · = no result given. A portion of the library, so the mix of outcomes need not match the whole.

Molecule	IDE act	pCIP destab	IDE inh	MEKK3 PB1 HTS	MEKK2mut PB1 HTS	SUMO HTRF inh	NALP1 inh	MEKK2 WT-MEK5	M18AAP inhibitor
COc1ccc(NC(=O)CSC2=NC(=O)CC(C)=N2)cc1	7	-15	0	102	-2	12	16	101	-16
CC1=CC2=NC(=O)/C(=C\c3cn(C)c4ccccc34)C(=N)N2O1	-2	7	6	76	-22	49	13	76	10
O=S(=O)(Cc1ccccc1)c1ccccc1-c1nnc(-c2ccccc2)o1	0	-6	-1	100	0	2	28	97	-3
O=C(Nc1cc([N+](=O)[O-])ccc1Cl)C1CC1	3	-6	3	96	-2	4	17	94	5
CCc1ccccc1Nc1ncnc2ccccc12	-5	0	-6	104	3	8	8	101	-2
COc1ccc(CCNC(=O)CN(c2cccc([N+](=O)[O-])c2)S(C)(=O)=O)cc1	3	5	8	121	1	8	-2	118	-6
O=C(NCCCO)C(=O)NCc1ccccn1	0	7	1	97	-7	13	5	98	0
O=C(CN1CCN(C(c2ccccc2)c2ccccc2)CC1)N1CCN(c2ccccc2)CC1	·	3	0	101	0	9	·	95	2
O=C(Nn1cnc2ccccc2c1=O)C1CCCCC1	9	30	8	99	-6	8	5	99	-1
COc1ccc(-c2nc(NC(=O)c3ccccc3)sc2-c2ccc([N+](=O)[O-])cc2)cc1	3	-15	5	·	·	26	3	·	-3
CCCS(=O)(=O)c1c(S(=O)(=O)CCC)c2ccc(C(C)=O)cn2c1C(=O)OC	2	0	-1	102	3	33	7	108	-7
Cc1cccc(NC(=O)CCS(=O)(=O)c2cccc3nsnc23)c1C	0	0	-1	104	1	10	15	103	0
O=c1[nH]c(C2CCCN(S(=O)(=O)c3ccccc3)C2)nc2c1nnn2Cc1cccc(Cl)c1 (stereo not given)	-4	6	-3	100	-3	-9	7	95	-6
C=CCn1c(=O)c2ccccc2n2c(SCC(=O)O)nnc12	-1	1	3	102	7	10	2	107	-10
O=C(O)Cc1coc(-c2ccc(F)cc2)n1	3	-8	10	106	3	11	6	108	3
Cn1c(SCC(=O)NC2CCCCC2)nnc1-c1cccc(N)c1	3	-51	1	93	-3	12	-70	102	4
O=C(CSc1nc2ccccc2c(=O)[nH]1)N1CCN(c2ccccc2F)CC1	8	-10	2	98	7	0	16	107	2
CCCCCCCC(=O)N1CCN(c2cc3c(cc2F)c(=O)c(C(=O)O)cn3CC)CC1	3	-12	·	99	2	5	11	101	-5
O=C(NCc1cccnc1)C(=O)C1C(=O)Nc2ccccc21 (stereo not given)	-1	-6	9	105	0	17	34	104	-8
CCOc1ccc(C(=O)Cn2cnnc2C#N)cc1	2	5	-2	103	-1	3	-10	100	3
Cc1ccc(-c2c[nH]c(=S)n2-c2ccccc2F)cc1	-10	-8	6	98	-1	4	-8	101	-1
N#Cc1sc2nc3c(c(-c4cccnc4)c2c1N)CCC3	-1	-3	3	103	4	12	3	103	0
Cc1nnc(NC(=O)CCC(=O)NC2CCCCCCC2)s1	2	0	4	94	-3	2	-2	98	2
CCn1cc([N+](=O)[O-])c(C(=O)Nc2nc(-c3ccc(C)c(C)c3)c(C)s2)n1	11	-5	7	·	·	8	8	·	-1
COc1ccc(C(=O)OCC(=O)Nc2ccc(Cl)c(C(F)(F)F)c2)c(OC)c1OC	0	-1	2	101	11	-20	34	97	-9
N#C/C(=C\c1cccc2ccccc12)c1nn(-c2ccccc2)c(N)c1C#N	·	·	1	93	-4	·	·	91	3
O=C(Nc1ccc2c(c1)OCO2)c1nn(-c2ccccc2)c(=O)c2ccccc12	-1	0	4	99	-2	-18	16	95	-7
Cc1ccc(-n2ncc(-c3nn[nH]n3)c2N)cc1	10	0	-3	96	-8	15	23	94	-10
O=C(/C=C/c1ccccc1)NC(=S)Nc1ccccc1	1	-2	-5	122*	14	-1	24	120	3
CCC(Oc1ccccc1)C(=O)NCc1ccc(S(N)(=O)=O)cc1 (stereo not given)	1	-1	2	101	-2	-3	21	100	-6
COc1ccc(NC(=O)CCCC2CCCCC2)c(OC)c1	8	-6	·	97	-1	-4	2	96	-4
Cc1ccc(C(=O)c2cccc(N)c2)cc1C	0	2	3	95	-1	-1	21	99	0
OCCNc1nc(Nc2ccc(Br)cc2)nc2ccccc12	·	7	3	108	28	11	18	146*	-10
CC(C)n1c(SCC(=O)Nc2ccccc2)nc2c1c(=O)n(C)c(=O)n2C	-9	-19	7	85	2	-8	8	94	0
Cn1nccc1C(=O)OCC(=O)Nc1ccccc1Cl	4	-2	·	104	1	4	24	104	-1
COc1cc(S(=O)(=O)n2c(C)nc3ccccc32)ccc1F	2	-6	5	99	0	-7	17	97	-1
CC(C)Oc1ccc(Nc2ncnc3ccccc23)cc1	4	-13	0	100	-4	7	19	99	-1
O=C(/C=C/NNC(=O)c1ccc(Br)cc1)c1ccccc1	1	-1	1	101	3	4	3	100	-9
CN(CCc1ccccn1)C(=O)Nc1cc(Cl)cc(Cl)c1	1	1	0	99	1	15	10	100	1
Cc1ccccc1NC(=O)c1cccc(N2C(=O)C3C4CCC(C4)C3C2=O)c1 (stereo not given)	2	-3	4	103	-3	8	2	100	0
CN(Cc1ccco1)S(=O)(=O)c1ccc2c(c1)CCN2C(=O)CCC(=O)O	4	-5	-2	96	-1	14	41	96	-6
O=c1c2c(ncn2C2CCCC2)n(Cc2ccccc2)c(=O)n1CCOc1ccc(Br)cc1	1	0	2	101	14	-14	20	101	-2
COCc1cc(C)nc(SCc2ccccc2Cl)c1C#N	-3	-2	3	105	3	-7	-1	99	1
Cc1ccc(C(=O)C(C)Oc2cccc(NC(=O)c3ccco3)c2)cc1 (stereo not given)	1	-3	6	108	12	3	-10	100	-1
OCC1CCCCN1CCNCc1cn[nH]c1-c1cccc2ccccc12 (stereo not given)	7	7	0	98	15	8	·	128	0
COc1ccc(S(=O)(=O)N(CC(=O)N/N=C/c2cccs2)c2ccc(C)cc2)cc1OC	-4	0	1	106	7	4	17	109	-1
Cc1cc(C)c2nc(NNC(=O)c3cc(=O)c4ccccc4o3)sc2c1	0	10	2	102	2	-100	5	99	21
CC(/C=C/c1ccccc1)=N/NC(=O)C(O)c1ccccc1 (stereo not given)	8	-7	2	156*	1	10	30	112	-4
COCC(=O)N(Cc1cc2cccc(C)c2[nH]c1=O)c1ccccc1	3	-12	0	103	7	8	6	106	5
O=C(Nc1ccccc1Cl)c1ccc2nc(N3CCOCC3)sc2c1	-1	-8	1	93	0	9	20	97	-3
O=C(NC(N1CCOCC1)C(Cl)(Cl)Cl)c1ccco1 (stereo not given)	·	-2	3	99	-16	-21	17	88	-1
CCS(=O)(=O)N1Cc2ccccc2CC1C(=O)Nc1cccc(OC)c1 (stereo not given)	4	-19	-3	95	-12	12	22	97	-6
O=C(NCCCn1ccnc1)c1noc2c1CCc1ccccc1-2	-2	-3	2	83	-5	25	-14	93	5
CCCCC(O)(CCCC)C(=O)NNc1ccccc1	3	-3	1	84	-3	5	28	88	-12
FC(F)(F)c1nnc(-c2ccccc2)nc1Oc1ccc(Cl)cc1Cl	0	2	-3	·	·	-3	-5	·	5
O=C(/C=C/c1ccco1)NCC1COc2ccccc2O1 (stereo not given)	3	-49	0	97	-7	25	-6	99	-57
Cc1ccc(-c2nc(CNC(=O)c3cc(C)on3)cs2)cc1	-2	15	7	99	2	5	20	107	2
CSc1ccc(C(=O)C2CCCN(Cc3ccc(N4CCNC4=O)cc3)C2)cc1 (stereo not given)	3	-10	-3	93	5	3	9	114	-2
CN(CC(=O)NCC1CCCCC1)S(=O)(=O)c1ccc(Cl)cc1	1	-14	-3	95	-6	-9	6	92	2
CCCCCn1c(N)c(-c2nc3ccccc3o2)c2c([N+](=O)[O-])nn(CC)c(=O)c21	2	-14	11	99	16	6	22	121	-7

Profiles, quoted from the list. Order of values: IDE act, pCIP destab, IDE inh, MEKK3 PB1 HTS, MEKK2mut PB1 HTS, SUMO HTRF inh, NALP1 inh, MEKK2 WT-MEK5, M18AAP inhibitor
O=C(/C=C/NNC(=O)c1ccc(Br)cc1)c1ccccc1 as listed: 1, -1, 1, 101, 3, 4, 3, 100, -9
CCS(=O)(=O)N1Cc2ccccc2CC1C(=O)Nc1cccc(OC)c1 (stereo not given) as listed: 4, -19, -3, 95, -12, 12, 22, 97, -6

(next part)
Molecule	IDE act	pCIP destab	IDE inh	MEKK3 PB1 HTS	MEKK2mut PB1 HTS	SUMO HTRF inh	NALP1 inh	MEKK2 WT-MEK5	M18AAP inhibitor
Cn1c(SCc2cccc(F)c2)nnc1-c1ccccn1	3	-2	3	98	0	15	-2	95	0
CN1C(=O)[C@H]2[C@@H](/C=C/c3ccccc3)N3C(=O)CN(Cc4ccc(-c5ccccc5)cc4)C(=O)[C@@]3(Cc3ccccc3)[C@H]2C1=O	2	-7	3	102	1	-7	-5	96	2
Cc1ccc(Nc2nc(COC(=O)C3CC3)cs2)cc1	1	4	-2	95	42	6	13	42	2
Cc1ccc2c(cnn2C(=O)CCC(=O)N2CCCCC2C)c1 (stereo not given)	0	-9	1	101	2	-6	-10	97	-4
C=CCn1cc(C(=O)OCC)c(=O)c2ccc(F)cc21	6	-10	1	98	-7	15	11	99	2
c1ccc(C2CC3CC(c4ccccc4)N2O3)cc1 (stereo not given)	-7	·	1	107	4	·	·	100	5
COc1cccc(N/C(N)=N/c2nc(C)cc(=O)[nH]2)c1	-13	-10	7	103	3	-8	4	101	3
CCOC(=O)CSc1nc(C(C)(C)C)cc(C(F)(F)F)c1C#N	-4	-1	2	99	-2	20	27	92	-9

Source: PubChem (several laboratories)
